Shn3 inh set2: Schnurri-3 reporter inhibition in Clone20 osteoblasts; AID 588674; inhibition, % at 12.5 µM; actives 0.52% (n = 360,000); Clone20 osteoblast Shn3 3'UTR firefly luciferase, 24 h;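 active = mean inhibition of at least 75% with every replicate also reaching 75%; inconclusive = mean inhibition at least 75% but some replicate below; inactive = mean inhibition below 75%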;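 note: 0% = median of neutral control wells and 100% = pilot-screen positive control compound; some compounds past the cut are filed as inactive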
aDG glyco act: alpha-DG glycosylation activation; actives 0.22% (n = 360,000); Pro5-aDG cells, alpha-DG glycosylation AlphaScreen (IIH6); 0% Pro5, 100% B10-LARGE cell signal; activation, % at 10 µM; AID 624168;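 active = activation of at least 8% versus controls, or a plate z-score of at least 8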;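 note: Pro5 are CHO cells carrying HIG-tagged alpha-DG that lacks glycosylation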
TWEAK Fn14 block: inhibitors of TWEAK-Fn14 interaction signaling; TWEAK-stimulated Fn14 reporter cells, luciferase luminescence, 8 h; inhibition, % at 10 µM; actives 2% (n = 360,000); in the data active = inhibition above about 50%
Peg3 prom inh: inhibitors of Peg3 promoter | HeLa PEG-Prom luciferase reporter, luminescence, overnight | inhibition, % at 20 µM | actives 1.7% (n = 360,000) | AID 588405;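 active = inhibition of at least 50% at 20 µM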
HIF-2a block: inhibitors of HIF-2a; 786-0 RCC cells HIF-2a reporter, luciferase luminescence, overnight; inhibition, % at 18.8 µM; actives 0.72% (n = 360,000); AID 624352;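 active = inhibition of the luminescence signal of 40% or more relative to plate controls, in a single-dose primary screen at 18.75 µM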
NR2E3 ag-1: activates human NR2E3 receptor. AID 602229. actives 0.35% (n = 360,000). CHO-S Gal4-NCOR/VP16-NR2E3 two-hybrid, luciferase. Q9Y5X4. inhibition of corepressor binding, % at 3.98 µM;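 active = inhibition above the mean of all tested compounds plus 3 SD, cut at about 70% in these data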;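 note: 0% = DMSO with NR2E3 transfected cells and 100% = cells lacking NR2E3 construct; higher means lower luciferase signal from less NR2E3 corepressor binding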
Target sequence (Q9Y5X4 whole entry, looked up, the tested form may be a part): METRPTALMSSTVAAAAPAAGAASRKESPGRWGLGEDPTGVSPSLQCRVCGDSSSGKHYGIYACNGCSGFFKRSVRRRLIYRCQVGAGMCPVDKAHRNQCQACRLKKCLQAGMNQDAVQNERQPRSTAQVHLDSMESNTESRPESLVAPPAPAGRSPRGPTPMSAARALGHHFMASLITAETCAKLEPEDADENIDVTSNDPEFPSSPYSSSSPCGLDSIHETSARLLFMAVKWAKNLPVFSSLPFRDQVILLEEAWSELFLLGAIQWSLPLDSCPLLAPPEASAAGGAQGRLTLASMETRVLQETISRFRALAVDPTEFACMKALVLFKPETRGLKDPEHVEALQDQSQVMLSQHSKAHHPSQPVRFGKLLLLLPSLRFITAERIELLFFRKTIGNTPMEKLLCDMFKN
MITF TRPM1 inh: reduces MITF-dependent TRPM1 promoter luciferase signal | SK-MEL-5 TRPM1 promoter luciferase, 24 h | inhibition, % at 12.5 µM | actives 0.83% (n = 330,000) | AID 488899;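 active = mean inhibition across replicates of 60% or more, whatever share of single replicates reaches that level; inconclusive = some that reach 60%, reason not given; inactive = mean inhibition across replicates below 60%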; note: values of inactives mirror those of a sister screen read the other way
KKLEB tox: counter-screen for CF NF-kB inhibitors: cytotoxicity; activity change (cytotoxicity), % at 5 µM; actives 0.36% (n = 360,000); KKLEB CF airway cells viability, ATPlite luminescence, overnight; active compounds read low; cells stimulated with P. aeruginosa culture filtrate;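 active = corrected activity change at or below -50% at 5 µM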
CF NFkB block: inhibitors of cystic fibrosis induced NF-kB. KKLEB NF-kB-GFP reporter, PAF-induced, GFP fluorescence overnight. inhibition, % at 5 µM. actives 0.86% (n = 360,000);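 active = at least 50% inhibition at 5 µM, scaled per plate between neutral and stimulator controls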;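 note: PAF is a Pseudomonas aeruginosa culture filtrate used as stimulus; plate controls were PAF-stimulated DMSO wells for no effect and unstimulated DMSO wells for full effect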
iPSC survival up: increases survival of single human iPS cells. survival enhancement, % at 20 µM. hiPSC single-cell survival, ATPlite luminescence; 100% = ROCK inhibitor wells, 0% = DMSO. actives 0.044% (n = 360,000); in the data active = survival enhancement above about 18%;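 note: cells exposed to compounds for 16 hours before the ATP read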
NR2E3 ag-2: activates human photoreceptor nuclear receptor NR2E3; actives 0.12% (n = 320,000); Q9Y5X4; GST-NR2E3/biotin-RetCOR TR-FRET, 1536-well; inhibition of corepressor binding, % at 4.78 µM; AID 2300;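 active = percent inhibition above the cutoff of mean plus 3 SD of all tested compounds, set per screening campaign, cut at about 20% in these data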;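 note: 0% = DMSO wells and 100% = biotin wells as full block of FRET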
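Material: NR2E3–RetCOR corepressor complex / Amount: 1.35 nM GST-NR2E3 / Medium: Tris pH 7.5 / Compound: single nominal compound dose of 4.8 µM / Incubation: 5 h at 4 °C / Technique: TR-FRET, Eu(K)-anti-GST donor, streptavidin-D2 acceptor, ex 340, em 617/671 nm / Read-out basis: percent loss of FRET ratio relative to control wells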
Active calls of the source: *; ? = inconclusive; . = not tested or not shown.

Structure	Shn3 inh set2	aDG glyco act	TWEAK Fn14 block	Peg3 prom inh	HIF-2a block	NR2E3 ag-1	MITF TRPM1 inh	KKLEB tox	CF NFkB block	iPSC survival up	NR2E3 ag-2
CN1CCc2c(sc(NC(=O)c3ccc([N+](=O)[O-])o3)c2C(N)=O)C1	-10	-0.4	52*	107*	55*	57	86*	-23	82*	-0.4	-5
COC(=O)c1ccc(NC(=O)C2CCN(S(C)(=O)=O)CC2)cc1	-29	0.3	11	4	-12	1	9	5	-4	0.8	0
Cn1nc(C(C)(C)C)cc1NC(=O)C1(C)CCN1C(=O)Cc1ccc(-c2ccccc2)cc1 (centres undefined)	41	1.3	28	23	15	32	.	-6	-6	-2.8	.
Cc1cc(OC(C)C(=O)NCC(O)c2ccccc2)c2c(C)c(C)c(=O)oc2c1 (centres undefined)	5	0.0	-14	-1	6	-22	-8	4	-59	-0.3	-2
N#Cc1ccccc1NC(=O)CC1CCCCC1	-13	-0.2	-12	-9	-31	-18	-7	3	6	-1.0	-3
Cc1ccccc1Nc1nc(N)nc(COC(=O)c2cccc(S(=O)(=O)NCc3ccccc3)c2)n1	39	0.2	46	37	17	-7	2	-4	-1	-2.1	1
CCOc1ccccc1NC(=O)Cn1nnc(C(=O)NCc2cccs2)c1N	3	-0.5	37	-18	31	6	45	-23	46	0.1	2
O=C(COC(=O)COc1ccccc1)Nc1ccc(Cl)cn1	4	0.2	4	18	5	-11	-6	-11	15	-3.8	4
Cc1cc(=O)nc2c3ccccc3n(CC(=O)NCCCN3CCOCC3)n12	9	0.1	-11	-1	13	16	0	-3	-4	0.0	-3
Cc1ccc(C(=O)c2ccccc2C(=O)OCC(=O)NC(C)(C)C)cc1	-1	0.1	-33	5	14	-30	8	5	-6	0.3	1
CCOC(=O)c1nn(-c2ccccc2C)c2nc(-c3ccc(C)cc3)c(C#N)c(=O)n12	-4	0.2	-30	15	16	-2	6	10	24	6.4	-2
CC1(C)Cc2noc(N)c2C(C)(C)N1OC(=O)c1ccco1	10	-0.2	3	13	6	10	3	4	4	-2.1	2
COc1ccc(NC(=O)c2cc(-c3ccc(C)o3)nc3ccccc23)cc1	76	-0.2	20	-13	-11	-3	-2	-5	4	-0.7	-3
Cn1cccc1CNC(=S)Nc1cc(F)cc(F)c1	13	0.1	-8	-4	7	-22	0	4	-3	0.0	-1
COc1ccccc1CN(Cc1cc2cc(C)ccc2[nH]c1=O)Cc1nnnn1CC1CCCO1 (centres undefined)	-1	0.1	-16	-95	1	-42	7	-1	-8	-3.6	2
CC(C)(C)c1ccc(CC(=O)N2CCC2(C)C(=O)NCc2ccc3c(c2)OCO3)cc1 (centres undefined)	-1	0.4	-15	16	29	38	.	-12	-4	-0.9	.
O=C(NCCN1CCOCC1)c1cc(Br)ccc1Cl	-12	0.0	12	6	6	-13	3	1	-12	-0.5	5
Cc1nc(-c2ccc(S(=O)(=O)N3CCOCC3)cc2)cs1	-11	0.2	-19	6	2	-18	-3	0	2	-0.3	3
Cc1ccc(-c2nc(C)sc2CC(=O)OCC(=O)Nc2ccc(F)c(Cl)c2)cc1	24	-0.1	-16	-16	-3	-1	-6	4	12	-0.5	-2
O=C(Cc1cc(=O)oc2cc(O)ccc12)NCC1CCC(C(=O)O)CC1 (centres undefined)	18	0.0	-12	-2	5	-8	0	-6	-8	1.6	-2
CC(C)CC(=O)NC(=S)N1CCN(c2ccc([N+](=O)[O-])cc2Cl)CC1	16	0.4	-18	20	6	17	27	2	6	1.6	0
CC(C)NC(=O)C1CCN(C(=O)N(C)C)CC1	19	-0.2	51*	-4	-18	-4	5	0	-5	-1.2	2
NCCCC[C@@H]1NC(=O)c2cc([N+](=O)[O-])cc(I)c2SC[C@@H](C(N)=O)NC(=O)[C@H](Cc2ccc(O)cc2)NC1=O	-27	-0.2	-5	3	0	1	5	-6	-17	0.0	6
CCOc1c(C#N)c(C#N)c2nc(C)cc(C)n12	5	0.0	4	2	11	14	-15	-4	-10	-1.1	-3
O=C1c2ccccc2C(c2nc3ccccc3[nH]2)N1c1ccccn1 (centres undefined)	1	0.2	6	1	10	-6	.	3	-3	-3.0	.
CCCc1nc2c(o1)CC(CC(C)SCC)CC2=O (centres undefined)	12	-0.2	-9	-12	0	8	8	6	-12	1.4	1
COc1ccc(-n2nc(C(=O)NCC(=O)N(C)Cc3ccccc3)c3ccccc3c2=O)cc1OC	-3	-0.1	-5	24	8	-7	-15	-1	3	5.4	-1
O=C(c1ccc([N+](=O)[O-])s1)N1CCN(c2ccccn2)CC1	-5	1.3	-8	-11	-12	-23	?	-18	4	-0.3	0
CCN(CC)S(=O)(=O)c1ccc(C(=O)NCCOC(=O)c2ccc(F)cc2F)cc1	-5	-0.1	10	6	8	-4	6	-1	5	-0.1	8
COc1ccc(-n2nnnc2CNC(=O)c2ccc3ccccc3c2)cc1	-1	0.1	7	7	21	5	-1	5	-1	-0.2	0
CCC(C)/C(C)=N/NC(=O)c1cn(-c2ccccc2)nc1-c1ccccc1 (centres undefined)	14	-0.4	-9	12	8	-12	-5	10	-23	-2.4	0
COc1ccc(/C=N/n2c(-c3ccco3)nc3ccccc3c2=O)cc1	-19	0.0	15	-11	-102	0	-24	0	-8	0.8	-2
Cc1ccc(NC(=O)CN(C)C(=O)CSc2nnc(C(F)(F)F)n2C)cc1	-4	0.0	-1	-8	23	10	9	1	-4	-0.3	1
NS(=O)(=O)c1ccc(CCNC(=O)C2CCCO2)cc1 (centres undefined)	-17	-0.1	1	-4	14	-8	9	0	-12	-0.3	.
O=C(Cn1c(N2CCN(c3ccccc3)CC2)nc2ccccc21)c1ccccc1	3	0.8	7	14	10	-14	1	-4	12	0.9	4
CCOC(=O)Cn1c(-c2nonc2NC(=O)c2ccccc2F)nc2ccccc21	48	-0.4	-8	9	-15	19	2	-9	-8	-4.0	-1
CCN(CC(=O)Nc1c(F)cccc1F)C(=O)c1ccccn1	-5	-0.1	0	-4	-1	-18	13	-4	-4	-2.5	-1
CCOP(=O)(OCC)c1nc(Cc2ccccc2)oc1NCc1ccccc1	-12	0.1	-18	26	10	9	-10	2	6	-0.8	-5
Cc1ccccc1OCC(=O)OCC(=O)NCC1CCCCC1	-6	0.0	-8	-4	4	-3	-8	4	-6	2.7	.
COc1ccc(CCNC(=O)c2ccc(N(C)S(=O)(=O)c3ccccc3)cc2)cc1	21	-0.1	8	0	-19	-5	-10	-11	14	-0.9	-1
CCOC(=O)C(NC(=O)c1ccccc1OCC)(Nc1ncccn1)C(F)(F)F (centres undefined)	-3	-0.1	-32	4	8	5	-10	11	5	-1.5	0
O=C(C1COc2ccccc2O1)N1CCCC1 (centres undefined)	13	-0.2	-4	-3	6	0	4	-6	-3	-1.5	-1
Cc1ccc(-c2csc(NC(=O)/C=C/c3cccs3)n2)cc1C	18	0.0	20	-34	-31	-11	10	-7	8	1.6	0
Cc1ccc(C(=O)NCCC(=O)NCc2ccco2)cc1	-17	-0.2	14	24	-7	5	13	-10	20	0.0	1
Cc1cccc2cc3c(NC(=O)CC(C)C)nn(C)c3nc12	-2	0.3	13	25	10	-10	15	2	7	6.4	0
O=C(CN(C(=O)c1csnn1)c1cccc2ccccc12)NC1CCCC1	0	0.1	-4	25	17	3	0	2	18	-3.2	1
O/C(=C\Sc1nnc(Cc2ccccc2)o1)c1ccc(F)cc1	8	-0.1	-6	1	-7	-5	6	-1	-11	-1.8	-2
CCOc1cc(C)c(-c2onc(C(F)(F)F)c2-c2csc(C)n2)c(O)c1	41	-0.1	18	26	-6	31	9	0	8	-1.3	4
CSc1ncc(C(=O)Nc2ccccc2)cn1	-1	0.1	4	-24	-49	-16	-16	7	-19	0.3	.
COc1ccccc1NC(=O)CSc1nnc(CC(=O)Nc2ccccc2)n1C	8	-0.2	-3	-13	18	-19	1	5	-22	0.4	-4

Next compounds:
Structure	Shn3 inh set2	aDG glyco act	TWEAK Fn14 block	Peg3 prom inh	HIF-2a block	NR2E3 ag-1	MITF TRPM1 inh	KKLEB tox	CF NFkB block	iPSC survival up	NR2E3 ag-2
Cc1cc2cc(C)c3nnc(SCC(=O)NCc4ccc5c(c4)OCO5)n3c2cc1C	-7	0.3	5	1	-4	7	-7	16	-30	-0.1	2
O=C(NC(CO)Cc1ccccc1)c1ccccc1 (centres undefined)	-5	0.0	5	-5	-25	7	-7	-11	-2	3.9	-2
COc1ccc(OC)c(NC(=O)CCc2nnc3ccc(N4CCC(C)CC4)nn23)c1	-2	0.2	-16	-12	3	23	0	7	5	-0.6	-1
O=C(O)CC1CCCC(c2ccccc2)C1=O (centres undefined)	17	0.1	-1	-8	11	-4	8	-4	16	0.7	-2
COc1ccc(CC(=O)NCc2nnc(SCC(=O)Nc3ccc(OC)cc3)n2C)cc1	-5	-0.2	-3	-1	-13	4	5	1	4	0.1	3
COc1ccc(NS(=O)(=O)c2cccc(C(=O)N/N=C/c3ccccc3OC)c2)cc1	-8	0.0	10	1	18	-8	15	-3	-1	-0.5	.
CCCOc1cccc(C(=O)NC(=S)Nc2cccc(C(F)(F)F)c2)c1	9	-0.1	-2	10	-4	-32	-9	-6	2	-1.4	1
CCS(=O)(=O)n1nc(-c2ccc(OC)cc2)nc1SC	-32	-0.1	-22	-152	-193	-62	-58	12	0	1.3	2
CCOc1ccc(CCNC(=O)CCNS(=O)(=O)c2ccc3c(c2)CCN3C(C)=O)cc1OCC	21	-0.1	15	0	12	-24	9	4	-7	-0.2	-1
COc1cc(OC)cc(C(=O)OCC(=O)Nc2ccc(F)cc2F)c1	84	-0.1	-25	-3	11	1	7	-4	-1	-0.7	1
C[C@@H]1CN([C@H](C)CO)C(=O)c2cc(NC(=O)Cc3ccccc3)ccc2O[C@H]1CN(C)Cc1ccc(Oc2ccccc2)cc1	28	1.4	25	21	9	-6	1	-5	-9	1.2	.
Cc1cc(C)c(C#N)c(SCc2nc3ccccc3[nH]2)n1	-64	0.7	-14	-222	-231	-123	-13	-7	7	0.6	-1
COc1ccc(CNS(=O)(=O)c2ccc(Br)s2)cc1	11	0.1	-14	-1	10	-31	-1	11	-15	-0.7	-2
CCn1c(SCC(=O)N2CCCc3ccccc32)nnc1-c1c[nH]c2ccccc12	20	0.1	44	11	18	-12	9	12	-2	1.2	0

Assay outcomes deposited in PubChem BioAssay by several laboratories.
